p53 reactivator: qHTS assay for re-activators of p53 using a Luc reporter; Potency, µM (series often up to 92.2 µM), without a hit: top-dose activity change, positive = activation, most hits filed as activators; actives 0.063% (n = 320,000); H1299 p53-A138V BP100-luciferase reporter, luminescence, 24 h; AID 504706, 2011; further: potency means the concentration at half of the fitted maximal effect; % of control where 0% means no effect; nearly all actives have a fitted effect of over 45% in size
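H1299 (p53-null), stable ts p53-A138V + BP100-Luc; 1000 cells/well, Opti-MEM/10% FBS; cpd 4 pt, 1:5; 24 h, 37 deg C, 5% CO2; detection reagent 10 min RT; luminescence.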
NPC1 promoter act: qHTS Assay for NPC1 Promoter Activators. Huh7 NPC1 promoter luciferase reporter, 24 h. Potency, µM (series often up to 9.22 µM), without a hit: top-dose activation, usual class: activators. actives 2.4% (n = 320,000);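 further: potency means the concentration at half of the fitted maximal effect; % of control where 0% means no effect; nearly all actives have a fitted effect of over 60% in size; reporter is driven by a mutant NPC1 promoter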
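In 1536-well qHTS, Huh7 cells harboring an NPC1 promoter–luciferase construct received compound for 24 h; activation was quantified by luminescence following luciferase reagent addition.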
RORgamma inh: qHTS for inhibitors of ROR gamma transcriptional activity; Nuclear receptor ROR-gamma (Mus musculus), P51450; Drosophila S2 Gal4-RORgamma UAS-luciferase reporter, 20 h; Potency, µM (series often up to 53.6 µM), without a hit: at the top dose activity change, negative = inhibition, actives largely listed as inhibitors; actives 5.4% (n = 310,000); AID 2551, 2010; further: potency means the concentration at half of the fitted maximal effect; on the % scale 0 is the no-effect control and ±100 the full control effect; nearly all actives have a fitted effect of over 60% in size
Target sequence (P51450 whole entry, looked up, the tested form may be a part): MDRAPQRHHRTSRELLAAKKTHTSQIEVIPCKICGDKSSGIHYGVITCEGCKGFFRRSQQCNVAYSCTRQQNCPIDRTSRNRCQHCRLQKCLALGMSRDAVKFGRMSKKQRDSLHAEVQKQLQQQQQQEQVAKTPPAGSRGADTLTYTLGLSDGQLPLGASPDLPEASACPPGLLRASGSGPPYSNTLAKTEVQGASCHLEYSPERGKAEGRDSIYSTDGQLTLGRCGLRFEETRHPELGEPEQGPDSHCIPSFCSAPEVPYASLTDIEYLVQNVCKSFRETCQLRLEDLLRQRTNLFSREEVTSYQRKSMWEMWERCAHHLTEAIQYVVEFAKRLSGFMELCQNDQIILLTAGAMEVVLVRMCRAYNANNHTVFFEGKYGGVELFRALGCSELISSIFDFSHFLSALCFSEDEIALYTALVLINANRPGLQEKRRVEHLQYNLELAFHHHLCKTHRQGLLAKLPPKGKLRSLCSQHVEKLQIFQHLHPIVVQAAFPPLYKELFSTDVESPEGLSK
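Stable Schneider cell line, Gal4 DNA-binding domain fused to ROR gamma, UAS-luciferase. Cmpd 1 hr RT → CuSO4 700 uM final → 20 hr RT → luciferase reagent 10 min → luminescence.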
Gal4-VP16 FLuc: VP16 counterscreen qHTS for inhibitors of ROR gamma transcriptional activity; AID 2546, 2010; actives 3.5% (n = 310,000); Potency, µM (top dose mostly 53.6 µM), inactives show at the top dose activity, negative = inhibition, most hits filed as inhibitors; Drosophila S2 Gal4-VP16 UAS-luciferase, luminescence, 20 h;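 further: Gal4-VP16 expression switched on by copper sulfate through the metallothionein promoter; potency means the concentration at half of the fitted maximal effect; on the % scale 0 is the no-effect control and ±100 the full control effect; nearly all actives have a fitted effect of over 50% in size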
Rab9 prom act: qHTS Assay for Rab9 Promoter Activators; Huh7 Rab9 promoter-luciferase reporter, luminescence, 24 h; Potency, µM (series often up to 9.22 µM), without a hit: at the highest dose activation, negative = inhibition, most hits filed as activators; actives 2.8% (n = 320,000); further: potency means the concentration at half of the fitted maximal effect; % of control where 0% means no effect; nearly all actives have a fitted effect of over 60% in size
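Huh7 reporter line, Rab9 promoter upstream of luciferase. Compound exposure 24 h at 37 °C in reduced-serum medium with 10% FBS. Read-out: luminescence.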
BRCA1 expr act: qHTS Assay to Identify Small Molecule Activators of BRCA1 Expression. MCF7-BRCA1-FFLuc reporter, luminescence, 48 h; response scale: scaled: vehicle 0%, 10 µM genistein 100%. Potency, µM (titrated, usually from 46.1 µM), for inactives: top-dose activation, actives largely listed as activators. actives 1.1% (n = 380,000). AID 624202, 2012; further: potency means the concentration at half of the fitted maximal effect; nearly all actives have a fitted effect of over 80% in size; some results filed as inactive show a strong effect at the top dose
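Reporter cells (MCF7, BRCA1 promoter-firefly luciferase) received library compounds across a concentration series for 48 h. End-point luminescence was measured and concentration-effect curves derived after normalization.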
FLuc modulator: qHTS profiling assay for firefly luciferase inhibitor/activator using purifed enzyme and Km concentrations of substrates (counterscreen for miR-21 project) | Luciferin 4-monooxygenase (Photinus pyralis), P08659 | actives 6.9% (n = 360,000) | Potency, µM (series often up to 57.5 µM), inactives show at the top dose activity change, negative = inhibition, most hits filed as inhibitors | purified FLuc, Km substrates, luminescence inhibition | AID 588342, 2011;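 further: potency means the concentration at half of the fitted maximal effect; plate controls were vehicle for no effect and reference inhibitor for full effect; nearly all actives have a fitted effect of over 55% in size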
Target sequence (P08659 whole entry, looked up): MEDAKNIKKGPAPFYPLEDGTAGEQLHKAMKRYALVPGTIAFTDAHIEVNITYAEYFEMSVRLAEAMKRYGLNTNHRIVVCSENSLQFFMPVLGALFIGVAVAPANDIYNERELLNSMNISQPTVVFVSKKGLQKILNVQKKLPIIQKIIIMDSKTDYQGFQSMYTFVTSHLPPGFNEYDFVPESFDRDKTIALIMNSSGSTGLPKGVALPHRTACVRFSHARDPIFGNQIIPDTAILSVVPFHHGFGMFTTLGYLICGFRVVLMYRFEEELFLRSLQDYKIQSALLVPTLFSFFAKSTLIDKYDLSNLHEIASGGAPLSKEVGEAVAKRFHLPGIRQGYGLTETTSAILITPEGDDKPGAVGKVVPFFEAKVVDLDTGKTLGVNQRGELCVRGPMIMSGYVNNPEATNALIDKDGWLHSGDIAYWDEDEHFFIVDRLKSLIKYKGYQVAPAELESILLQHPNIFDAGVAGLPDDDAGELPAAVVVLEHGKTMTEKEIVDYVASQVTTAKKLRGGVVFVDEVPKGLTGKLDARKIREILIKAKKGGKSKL
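Biochemical qHTS of compounds, final roughly 60 µM downward over six points, against 10 nM purified firefly luciferase using Km concentrations of substrates (10 uM D-luciferin, 10 uM ATP) in Tris acetate pH 7.5 buffer; luminescence output.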
PKM2 activator: qHTS Assay for Activators of Human Muscle isoform 2 Pyruvate Kinase | Pyruvate kinase PKM (Homo sapiens), P14618 | purified PKM2, Kinase-Glo ATP luminescence, activation; response scale: 0% is enzyme alone, no compound | Potency, µM (top dose mostly 57.5 µM), inactives show top-dose activation, actives largely listed as activators | actives 0.34% (n = 260,000); further: potency means the concentration at half of the fitted maximal effect; on the % scale 0 is the no-effect control and ±100 the full control effect; nearly all actives have a fitted effect of over 55% in size
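Purified hPK-M2 (>95%) run at intermediate activity with 0.1 mM ADP and 0.5 mM PEP in 50 mM imidazole pH 7.2, KCl, MgCl2; 1 h room temperature. ATP formed read by Kinase-Glo luminescence; normalized to uninhibited and no-enzyme controls.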
ELG1 genotox: qHTS screen for small molecules that induce genotoxicity in human embryonic kidney (HEK293T) cells expressing luciferase-tagged ELG1. Potency, µM (titrated, usually from 46 µM), for the others: top-dose activity change, positive = activation, hits mostly activators. HEK293T ELG1-luciferase reporter, luminescence, 16 h. actives 1.3% (n = 330,000); further: potency means the concentration at half of the fitted maximal effect; % of control where 0% means no effect; nearly all actives have a fitted effect of over 60% in size
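Screening used a luciferase reporter fused to human ELG1 in HEK293T cells. Luminescence was read on a CCD plate imager after 16 hr exposure and 30 min ONE-Glo incubation.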
Giardia kill: Small Molecules that selectively kill Giardia lamblia: qHTS | Giardia lamblia trophozoite viability | activity change, % at 7.66 µM, hits read low | actives 0.15% (n = 340,000); in the data active means activity change below about -80%; inconclusive means between about -30% and that limit;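 further: parasites exposed to compound for two days anaerobically before the ATP read; on the % scale 0 is the no-effect control and ±100 the full control effect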
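Each well holds 100 Giardia trophozoites and compound. After two days (48 hrs) at 37 deg C in anaerobic conditions, ATP is quantified by luminescence.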
Menin MLL FP TR: qHTS Assay for Inhibitors Targeting the Menin-MLL Interaction in MLL Related Leukemias: Competition With Texas Red Labeled MLL-derived Mutant Peptide; O00255; Menin + Texas Red MLL mutant peptide, fluorescence polarization; Potency, µM (doses to about 61.6 µM), for inactives: top-dose FP activity change, negative = inhibition, actives largely listed as inhibitors; actives 0.23% (n = 270,000); AID 1768, 2009; active means well fitted inhibition curve with a large enough effect in the polarisation, with a control signal flat, not every such curve was filed as active; inconclusive means small, poorly fitted or top-dose-only effect, or effect the other way, or a change in a side signal; inactive means no such curve, though single readings can be large or run the other way; the % refers to the polarisation; further: potency means the concentration at half of the fitted maximal effect; % of control where 0% means no effect; many of its hits are not listed in these tables
* hit, by the source's call; ? = inconclusive; . = not tested or not shown; [ ] = dose if it differs, or a comment. Unless noted, the call rests on the fitted dose curve; in most records, active means well fitted curve in the direction sought with a large enough effect; inconclusive means small, poorly fitted or top-dose-only effect, or another doubt; inactive means no such curve, though single readings can be large; an effect the other way counts as inactive or inconclusive. These rows are one share of the data; rates above refer to the full screens.

entry	Molecule	p53 reactivator	NPC1 promoter act	RORgamma inh	Gal4-VP16 FLuc	Rab9 prom act	BRCA1 expr act	FLuc modulator	PKM2 activator	ELG1 genotox	Giardia kill	Menin MLL FP TR
1	COc1cccc(OC)c1C(=O)NC(=S)NNC(=O)[C@H]1C[C@@H]1c1ccccc1	-1%	-1%	4µM*	-16%	-4%	5%	1%	3%	-5%	6	.
2	COc1cccc(NC(=O)CCN2C(=O)c3ccccc3S2(=O)=O)c1	9%	11%	30%	-3%	18%	0%	0%	?	15%	-6	.
3	CC(C)CC(=O)N(c1nnc(-c2cccnc2)s1)C1CCCC1	.	-1%	.	.	1%	-2%	2%	-1%	-1%	?	-11%
4	O=C(N1CCCCC1)C12CC3CC(C1)CC(C(=O)N1CCCCC1)(C3)C2	-3%	-3%	-31%	4%	2%	-6%	4%	-3%	0%	6	?
5	CCN(CC)CCOC(=O)c1ccc([N+](=O)[O-])cc1	3%	-1%	-2%	?	-2%	-2%	-3%	-16%	0%	1	.
6	COc1ccc(C2/C=C\CN(S(=O)(=O)/C=C/c3ccccc3)[C@H](Cc3ccccc3)C(=O)N2Cc2ccc(F)cc2)cc1 (some centres not stated)	7%	1%	-15%	-10%	-4%	-2%	5%	6%	0%	-26	.
7	C/C(=N\NC(=O)C(N)=O)c1cccc(C(F)(F)F)c1	-3%	0%	2%	-20%	6%	17%	-5%	3%	0%	-4	-1%
8	COc1ccccc1N1CCN(C(c2cccs2)C(C)NC(=O)c2cccnc2)CC1 (configuration not stated)	-5%	2%	-37%	-5%	-2%	-12%	-1%	0%	-15%	24	-27%
9	COc1ccc(CC(=O)NNC(=O)c2cc(Cl)ccc2OC)cc1	5%	-5%	.	.	-11%	-5%	0%	.	0%	3	.
10	CC(C)(C)N1CC(C(=O)O)CC1=O (configuration not stated)	0%	-4%	-14%	-5%	-6%	15%	-3%	0%	0%	20	5%
11	O=C(NCC1CCCO1)c1ccc2c(=O)n(Cc3ccco3)c(SCC(=O)N3CCCC3)nc2c1 (configuration not stated)	3%	0%	-5%	3%	-7%	-8%	2%	1%	-5%	8	-17%
12	CCCCC(=O)NC(Nc1nc(C2CC2)cs1)(C(=O)OCC)C(F)(F)F (configuration not stated)	1%	3%	-20%	-5%	4%	-32%	0%	-3%	-3%	14	-5%
13	COc1ccc(-c2nc(N)n[nH]2)cc1OC	-1%	-4%	-11%	5%	-2%	-7%	-11%	3%	1%	3	-10%
14	Cc1cc(N/N=C/c2cccc(Br)c2)nc2ccccc12	?	3.2µM*	11µM*	?	?	?	4.8µM*	8%	?	31[activator]	11%
15	CC1(C(=O)O)CCC(C(=O)Nc2ccc(S(N)(=O)=O)cc2)C1(C)C (configuration not stated)	0%	0%	15%	-5%	-3%	5%	1%	13%	-8%	-12	0%
16	COc1ccc(CC2(CO)CCN(Cc3ccc(NC(C)=O)cc3)CC2)cc1	-2%	1%	0%	-3%	14%	0%	4%	-1%	13%	6	-2%
17	COC(=O)CSc1nc(C2CC2)cc(C(F)(F)F)c1C#N	1%	-3%	-3%	1%	-4%	-6%	1%	3%	-7%	-4	10%
18	Cc1ccc(Cl)cc1N1CCN(CC(O)COC(C)C)CC1 (configuration not stated)	0%	-9%	-4%	3%	-7%	6%	-1%	2%	-3%	4	.
19	Cc1ccccc1C(=O)Oc1ccc(-c2csnn2)cc1	3%	0%	43%	29%	-1%	0%	12µM*	1%	?	4	.
20	CCCNC(=S)NNC(=O)c1cc(-c2cccnc2)nc2ccccc12	17%	-1%	?	-11%	-9%	1%	19µM*	.	-2%	-6	.
21	CCCC(C)NC(=O)COc1ccc(S(=O)(=O)c2ccc(OCC(=O)NC(C)CCC)cc2)cc1 (configuration not stated)	-8%	4%	37%	-11%	-3%	-2%	-3%	-19%	-6%	4	3%
22	O=C(c1ccc2c(c1)C(=O)N(CCCO)C2=O)c1ccc2c(c1)C(=O)N(CCCO)C2=O	1%	0%	-9%	5%	2%	-4%	1%	-6%	0%	-5	-8%
23	Cc1ccc(S(=O)(=O)N2CCOCC2)cc1C(=O)NCc1cccs1	-6%	-2%	25%	-13%[10 µM]	-5%	2%	-3%	-7%	-3%	-11	3%
24	COc1ccccc1N1CCN(C(=O)c2ccc(C(C)(C)C)cc2)CC1	11%	-3%	-44%	-8%	1%	-18%	4%	0%	-8%	13	?
25	Cc1ccc(C(=O)N2CCN(Cc3ccccc3)CC2)o1	7%	-5%	7%	-3%	0%	25%	-1%	3%	4%	-4	-10%
26	COC(=O)c1nc(NC(=O)c2ccc(Br)cc2)n[nH]1	.	.	-12%	4%	.	7%	1%	-1%	.	3	-10%
27	COc1ccccc1N(Cc1ccccc1)S(=O)(=O)c1cccc(C(=O)Nc2ccc(C(C)=O)cc2)c1	18%	10%	3%	-6%	14%	-22%	?	-9%	0%	-2	10%
28	CCC(=O)NC(=S)Nc1ccc(NC(=O)COc2ccc(Cl)cc2Cl)cc1	-5%	1%	11µM*	?	-2%	7%	-3%	1%	8%	0	40%[activator]
29	C=CCC1(C#N)C(SC)=NC2=C(C(=O)CC(C)(C)C2)C1c1ccc(Br)cc1 (configuration not stated)	11%	-6%	?	?	-5%	-26%	-1%	-3%	-1%	-5	-13%
30	CCOC(=O)[C@@H]1[C@H]2COc3ccc(Br)cc3[C@@H]2N2C(=O)N(c3ccc(C)cc3)C(=O)[C@]12C	6%	0%	-33%	2%	3%	-2%	1%	12%	-3%	36[activator]	1%

Next part.
entry	Molecule	p53 reactivator	NPC1 promoter act	RORgamma inh	Gal4-VP16 FLuc	Rab9 prom act	BRCA1 expr act	FLuc modulator	PKM2 activator	ELG1 genotox	Giardia kill	Menin MLL FP TR
31	COc1ccc(CNC(=O)C(C)OC(=O)CO/N=C(\C)c2ccc3c(c2)OCO3)cc1 (configuration not stated)	6%	-1%	.	.	-2%	8%	-7%	.	-2%	-1	.
32	CCCc1nc(SCC(=O)Nc2ccccc2)c2c(=O)n(C)c(=O)n(C)c2n1	6%	-8%	-6%	-8%	-2%	-2%	1%	-1%	30%	0	1%
33	CCCCCCCCCCOC(=O)C[N+](C)(C)CC1CCCCC1O (configuration not stated)	0%	2%	-2%	-1%	2%	1%	-1%	0%	-5%	-8	-13%
34	Cc1noc(C)c1COC(=O)C1CCN(S(=O)(=O)c2c(Cl)cccc2Cl)CC1	-1%	-4%	.	.	-7%	-7%	3%	.	28%	-23	.
35	COc1ccc(Br)cc1/C=N/N1C(=O)CSC1=S	-1%	7%	14µM*	-24%	11%	-52%	0%	3%	0%	-22	?
36	c1ccc(CCNc2cnccn2)cc1	2%	14%	17%	-19%	2%	36%	-14%	.	4%	36[activator]	-6%
37	O=C(CNC(=O)c1ccc(Cl)cc1)OCCCOC(=O)CNC(=O)c1ccc(Cl)cc1	4%	1%	-3%	7%	2%	-9%	?	0%	3%	-7	?
38	c1ccc(C(c2ccccc2)c2noc(CN3CCN(CC4CC4)CC3)n2)cc1	0%	0%	6%	-7%	-4%	-1%	0%	-4%	-2%	3	-5%
39	Fc1ccc2nc(C3CCCCN3Cc3nc(CC4CC4)no3)[nH]c2c1 (configuration not stated)	-2%	-2%	?	-13%	-6%	-31%	-3%	0%	-1%	13	4%
40	COc1ccc(CCNC(=O)CSc2nnc3ccc(-c4cccnc4)nn23)cc1OC	-2%	-8%	21%	1%	1%	3%	-1%	0%	10%	27	7%
41	CCc1ccc(NC(=O)CN2CCc3ccccc3C2)cc1	10%	6%	?	12%	12%	64%	24µM*	-4%	?	9	-9%
42	Cc1ccc(S(=O)(=O)NC2CC(=O)N(c3ccc4c(c3)OCCO4)C2)cc1 (configuration not stated)	2%	-1%	.	.	-2%	-16%	6%	.	0%	?	.

From PubChem BioAssay
